Screening data as filed in PubChem.
NPY2 pot ag: potentiates or activates human NPY-Y2 receptor; P49146; cells expressing NPY-Y2, potentiator/agonist read-out; activation, % at 3.6 µM; 220,000 compounds, 0.45% hits; AID 1359; in the data active means activation above about 27%;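 further: cells stimulated with NPY near EC25 plus isoproterenol at EC100; 0% = vehicle plus submaximal agonist and 100% = vehicle plus saturating agonist; some results beyond the cut were filed as inactive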
Target sequence (P49146 whole entry, looked up): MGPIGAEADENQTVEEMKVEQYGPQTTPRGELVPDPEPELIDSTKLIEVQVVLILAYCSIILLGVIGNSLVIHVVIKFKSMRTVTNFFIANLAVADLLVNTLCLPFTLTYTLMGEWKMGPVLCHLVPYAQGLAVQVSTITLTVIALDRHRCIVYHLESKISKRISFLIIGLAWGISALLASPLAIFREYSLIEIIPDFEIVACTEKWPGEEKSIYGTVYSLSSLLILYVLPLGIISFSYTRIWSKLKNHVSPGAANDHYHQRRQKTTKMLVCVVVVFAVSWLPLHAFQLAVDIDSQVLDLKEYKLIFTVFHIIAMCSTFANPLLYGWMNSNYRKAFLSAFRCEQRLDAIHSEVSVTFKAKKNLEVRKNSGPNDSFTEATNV
Ba/F3 V617F tox: reduce viability of Ba/F3 cells dependent on JAK2V617F | Ba/F3 EpoR-JAK2V617F viability, ATP luminescence | inhibition, % at 5.6 µM | 220,000 compounds, 1.1% hits | AID 1446;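 active means inhibition above the campaign mean plus 3 SD over all tested compounds, cut at about 24% in these data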;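 further: cytokine-independent growth of Ba/F3 cells driven by EpoR plus mutant JAK2; 0% = DMSO-treated cells and 100% = JAK inhibitor I control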
Runt-CBFb FRET: inhibitors of human RUNX1 Runt domain binding to CBFb | Cerulean-Runt/Venus-CBFb FRET ratio 530/480, 1 h | AID 1496 | inhibition, % at 20 µM | 220,000 compounds, 0.46% hits | Q01196+Q13951;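 active means inhibition over about 50% at 20 µM in the single-dose screen, limit read from the data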;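 further: 0% = DMSO wells and 100% = excess unlabeled CBFb competitor control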
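Reagent – Venus-CBFb binding partner, 100 nM · Assay system – Cerulean-tagged RUNX1 Runt domain (FRET donor) fusion protein · Input – 100 nM per protein · Incubation – two 1 h room-temperature incubations shielded from light · Measured by – FRET fluorescence · Medium – Tris buffer pH 7.5 with salts and BSA · Benchmarks – unlabeled CBFb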
RBBP9 inh: blocks human serine hydrolase RBBP9. AID 1515. O75884. recombinant RBBP9, FP-Rh probe fluorescence polarization. inhibition, % at 7.94 µM. 220,000 compounds, 0.2% hits;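 active means inhibition above the campaign mean of all tested compounds plus 3 SD, cut at about 14% in these data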;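 further: plate controls were DMSO wells with RBBP9 for no effect and wells lacking RBBP9 protein for full effect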
Target sequence (O75884 whole entry, looked up): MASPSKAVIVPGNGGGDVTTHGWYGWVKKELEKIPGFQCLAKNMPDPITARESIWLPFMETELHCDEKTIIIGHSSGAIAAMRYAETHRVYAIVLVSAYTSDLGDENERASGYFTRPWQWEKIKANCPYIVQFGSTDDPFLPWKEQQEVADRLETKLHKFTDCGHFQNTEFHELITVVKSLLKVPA
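Test system: recombinant human RBBP9; Timing: 30 min then 45 min, 25 °C; Detection: fluorescence polarization; Control set: RBBP9 with DMSO as uninhibited control, no-protein wells as full inhibition; Compound dosing: one concentration, 7.94 µM nominal, 0.794% DMSO; Probe or stimulus: FP-Rh activity-based probe, 375 nM before mixing.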
S1P4 antag: blocks the human S1P4 receptor. inhibition, % at 4.98 µM. S1P4-expressing cells, antagonist mode, reporter read-out. O95977. 220,000 compounds, 0.26% hits; in the data active means inhibition above about 29%;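 further: 0% = wells stimulated with agonist and 100% = vehicle wells without agonist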
BaF3 tox: reduces parental Ba/F3 cell viability, JAK2V617F counter-screen. CellTiter-Glo ATP luminescence. inhibition, % at 5.6 µM. 220,000 compounds, 1.1% hits. AID 1486;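 active means inhibition above a per-campaign cutoff, the mean inhibition of all tested compounds plus 3 SD, cut at about 27% in these data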;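 further: 0% = DMSO wells and 100% = JAK Inhibitor I control wells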
S1P4 ag: agonists of human S1P4 receptor; activation, % at 4.98 µM; S1P4-expressing cell line, agonist reporter assay; AID 1509; 220,000 compounds, 0.35% hits; in the data active means activation above about 11%;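 further: 0% = DMSO vehicle and 100% = reference agonist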
NPY Y1 blocker: antagonists of human neuropeptide Y receptor Y1; P25929; HEK293-CNG Y1 cells, membrane potential fluorescence; NPY at EC95, then isoproterenol; inhibition, % at 3.6 µM; 200,000 compounds, 1% hits; AID 1040;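 active means inhibition above the campaign mean inhibition of all tested compounds plus 3 SD, cut at about 20% in these data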;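 further: 0% = DMSO wells given NPY plus isoproterenol and 100% = isoproterenol alone without NPY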
Target sequence (P25929 whole entry, looked up): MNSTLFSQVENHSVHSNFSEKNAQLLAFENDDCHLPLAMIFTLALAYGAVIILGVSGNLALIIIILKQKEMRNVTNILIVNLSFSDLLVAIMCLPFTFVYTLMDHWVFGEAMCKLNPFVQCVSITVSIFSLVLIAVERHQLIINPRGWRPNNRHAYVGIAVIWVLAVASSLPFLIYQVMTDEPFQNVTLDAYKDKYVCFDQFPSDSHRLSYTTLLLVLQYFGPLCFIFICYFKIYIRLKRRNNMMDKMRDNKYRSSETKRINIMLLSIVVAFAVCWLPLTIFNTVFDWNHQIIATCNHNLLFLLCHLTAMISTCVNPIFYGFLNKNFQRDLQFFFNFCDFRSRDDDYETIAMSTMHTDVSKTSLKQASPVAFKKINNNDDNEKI
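Test system – HEK293 Y1/CNG channel cell line · Also added – NPY agonist 25 nM, then isoproterenol 1 µM plus Ro 20-1724 25 µM · Compound dosing – one concentration, 3.6 µM, in 0.4% DMSO · Schedule – compound incubation 1 h at room temperature, readout 45 min post-stimulation · Technique – fluorescence, membrane potential probe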
NPY1 pot ag: human NPY-Y1 potentiation or agonism, primary screen. P25929. 220,000 compounds, 0.37% hits. AID 1304. activation, % at 3.6 µM. NPY-Y1 expressing cells, potentiator/agonist activation; in the data active means activation above about 33%, passing the limit was not always enough;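 further: cells stimulated with NPY at EC10 then isoproterenol at EC100; 0% = low agonist plus stimulus and 100% = saturating agonist plus stimulus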
Numbers without * were called inactive; x = no result given.

SMILES | NPY2 pot ag | Ba/F3 V617F tox | Runt-CBFb FRET | RBBP9 inh | S1P4 antag | BaF3 tox | S1P4 ag | NPY Y1 blocker | NPY1 pot ag
CCCOc1ccc(C(=O)NCC(C)(C)N2CCOCC2)cc1 | 11 | -3 | -1 | -6 | -23 | 6 | 1.3 | -7 | 8
Cc1ccc(S(=O)(=O)N2CCN(CC(=O)N(CC(C)C)c3c(N)n(CC(C)C)c(=O)[nH]c3=O)CC2)c(C)c1 | -4 | -3 | 5 | 3 | -21 | 5 | -0.7 | 4 | 12
CSCC[C@H](NC(=O)NCc1cccs1)C(=O)O | 5 | 2 | -2 | -4 | -22 | 4 | -0.4 | -1 | 4
CC(C)(C)OC(=O)N1CCCC1C(=O)NCCc1ccccc1 (configuration not stated) | -7 | 1 | -3 | -6 | 1 | 11 | -2.3 | 3 | 1
C/C(N)=C(/C#N)C(=O)COC(=O)C(c1ccccc1)c1ccccc1 | 0 | 6 | -4 | -6 | -2 | 10 | -2.3 | 1 | 0
CCn1c(=O)c(C(=O)Nc2ccccc2C)c(O)c2ccccc21 | 4 | -5 | 2 | 4 | -29 | -3 | 1.6 | -2 | -9
CCOC(=O)C1=NNC(C(=O)c2ccccc2)C1c1ccc(OC)cc1 (configuration not stated) | -3 | 4 | x | -15 | -9 | 9 | -2.4 | 0 | -9
COCc1cc(=O)[nH]c(-c2ccc(C(F)(F)F)cc2)n1 | -6 | 2 | 2 | -2 | -4 | -2 | 0.1 | x | -4
Cc1c(C)[n+](=O)c(-c2ccco2)c(C)n1[O-] | -19 | 2 | 0 | 4 | -6 | 2 | 2.7 | -2 | 11
Cc1ccsc1/C=N/NC(=O)CNC(=O)c1ccco1 | -3 | 2 | -2 | 0 | 8 | -1 | 1.3 | 3 | -12
O=C(CCc1ccc(S(=O)(=O)NC2CCCCC2)cc1)NCc1ccc(Cl)cc1 | 7 | -5 | -3 | -11 | -15 | 0 | 0.6 | -1 | 24
COc1ccc(N2C(=O)c3ccc(C(=O)OC(C)C)cc3C2=O)cc1 | 3 | -2 | 0 | 4 | -20 | -1 | -0.9 | -3 | -20
Cc1ccc(NC(=O)NCCCl)cc1S(=O)(=O)N1CCOCC1 | 3 | -2 | 1 | -8 | 1 | -5 | 1.8 | x | -5
CCOC(=O)c1c(C)nc(C)c(C(=O)OCC)c1-c1ccco1 | -18 | -1 | 1 | -7 | -16 | -2 | -0.5 | x | -31
C=CCN1C(=O)C(Cc2ccc(F)cc2)S/C1=N/N=C/c1cccs1 (configuration not stated) | -5 | -2 | 2 | -2 | 2 | -4 | 1.9 | 15 | -3
Cc1cc(-c2nnc(CCC(=O)N3CCN(Cc4cccc(F)c4)CC3)o2)c(C)o1 | 11 | 3 | -2 | 5 | -6 | 4 | -0.9 | 7 | 0
CCc1ccc(-c2nnn(CCC#N)n2)cc1 | -4 | -3 | -2 | -8 | -5 | 1 | -0.4 | 3 | -11
COc1ccc(OC)c(NC(=O)c2ccccc2NS(=O)(=O)c2cccc3cccnc23)c1 | -10 | 1 | -2 | -8 | -21 | 5 | 2.1 | 1 | 10
O=C(Nc1ccccc1C(=O)N1CCCC1)C1CCN(c2ncccn2)CC1 | 9 | -2 | 0 | -6 | -11 | 6 | -0.1 | -2 | 13
Cc1nc(-c2cccc(Cl)c2)n[nH]1 | -1 | -3 | 0 | -7 | -1 | -1 | -0.4 | x | 7
CCOC(=O)N1CCN(Cc2cn[nH]c2-c2cc3ccccc3o2)CC1 | 1 | -2 | -2 | -2 | -13 | 2 | 0.8 | 1 | 14
CSCCC(NC(=O)c1cccc(S(=O)(=O)N2CCOCC2)c1)C(=O)Nc1ccc(F)cc1 (configuration not stated) | 9 | 3 | -3 | -13 | 0 | 5 | 4.1 | 1 | -9
Cc1cccc(C)c1NC(=O)CS(=O)CC(=O)Nc1ccc(F)cc1F (configuration not stated) | -4 | 2 | 3 | -2 | -1 | -1 | 0.0 | 1 | -13
COc1ccc(Nc2c([N+](=O)[O-])ccc3c2=NC2(CCCCC2)N=3)cc1 | 38* | -2 | 1 | 2 | -11 | 6 | -0.6 | -15 | 44*
O=C(O)CN1C(=O)NC2(CCOc3ccccc32)C1=O (configuration not stated) | -11 | 4 | 5 | -14 | 12 | 3 | 0.2 | x | -18
COc1cc(/C=N/NC(N)=O)ccc1OC(=O)c1ccco1 | 5 | -4 | 0 | -5 | 7 | 3 | 1.0 | 12 | 4
O=C(COC(=O)/C=C/c1ccc([N+](=O)[O-])cc1)NC(c1ccccc1)c1ccccc1 | 1 | 0 | -1 | -3 | -13 | 8 | -0.1 | 3 | 4
Cc1cc([N+](=O)[O-])cc2c1NC(=O)C2(O)N1CCOCC1 (configuration not stated) | 9 | -3 | 2 | 5 | -8 | 7 | 0.6 | 3 | 9
O=C(CNC1CCCCCC1)Nc1ccccc1N1CCOCC1 | -4 | -1 | 1 | -1 | 7 | 5 | 1.4 | 12 | 1
O=C1ON=C(c2ccccc2)/C1=C/c1cccnc1 | -6 | 4 | 0 | -5 | 1 | 4 | -0.3 | -2 | 3

Overlap with the part before: four entries, then new ones.
SMILES | NPY2 pot ag | Ba/F3 V617F tox | Runt-CBFb FRET | RBBP9 inh | S1P4 antag | BaF3 tox | S1P4 ag | NPY Y1 blocker | NPY1 pot ag
O=C(COC(=O)/C=C/c1ccc([N+](=O)[O-])cc1)NC(c1ccccc1)c1ccccc1 | 1 | 0 | -1 | -3 | -13 | 8 | -0.1 | 3 | 4
Cc1cc([N+](=O)[O-])cc2c1NC(=O)C2(O)N1CCOCC1 (configuration not stated) | 9 | -3 | 2 | 5 | -8 | 7 | 0.6 | 3 | 9
O=C(CNC1CCCCCC1)Nc1ccccc1N1CCOCC1 | -4 | -1 | 1 | -1 | 7 | 5 | 1.4 | 12 | 1
O=C1ON=C(c2ccccc2)/C1=C/c1cccnc1 | -6 | 4 | 0 | -5 | 1 | 4 | -0.3 | -2 | 3
COCCNC(=O)c1cc(-c2ccc(Cl)c(Cl)c2)on1 | 7 | -5 | 1 | -4 | 2 | -2 | -0.7 | 6 | 7
Cc1ccc(SC2CC(=O)N(c3ccc4c(c3)OCCO4)C2=O)cc1 (configuration not stated) | 5 | 0 | 2 | -11 | 1 | 3 | -1.1 | 6 | -14
Cc1ccc(-c2nnn(CC(=O)NC3CC4CCC3C4)n2)cc1 (configuration not stated) | -1 | -1 | -1 | 7 | -2 | -2 | -1.0 | 5 | -66
CCOc1cccc2cc(-c3csc(NC(=O)CCC(=O)NCCN4CCCCC4C)n3)c(=O)oc12 (configuration not stated) | 2 | 3 | 1 | -8 | 4 | 7 | -0.3 | 5 | 21
CSc1ccc(S(=O)(=O)Nc2cccc(F)c2)cc1 | -1 | 3 | 1 | -13 | -12 | 5 | -2.9 | -9 | 9
O=[N+]([O-])c1ccc(OCC(O)CNC2CCCC2)cc1 (configuration not stated) | -25 | -1 | -1 | -14 | 3 | 2 | 0.7 | x | -40
Cc1nonc1NC(=O)CSc1ccc(-c2ccccc2)nn1 | 11 | -2 | -2 | -3 | -4 | 2 | 0.9 | 1 | 14
CCCn1c(=O)c2c(nc(Br)n2CCC)n(C)c1=O | 3 | -1 | 0 | 6 | -14 | 2 | 0.2 | -1 | 6
CCOc1ccccc1N1CN(Cc2ccccc2)CNC1=S | 12 | -1 | 2 | -3 | 3 | 0 | -0.6 | x | 6
COc1ccc(C2OC34CCCCC3C(C#N)(C#N)C2(C#N)C(=N)O4)cc1 (configuration not stated) | 1 | 1 | 32 | -4 | -28 | 0 | 4.6 | 8 | -3
Cc1ccc(S(=O)(=O)N2CCOCC(=O)NCCOCCNC(=O)COCC2)cc1 | 16 | -1 | 0 | 0 | -3 | 5 | -0.9 | -4 | -5
NC(=O)C(CC(=O)O)NC(=O)[C@@H]1CCOc2c(I)cc([N+](=O)[O-])cc2C(=O)N[C@@H](CCC(=O)O)C(=O)N[C@@H](CO)C(=O)N1 (some centres not stated) | -11 | 0 | 0 | -6 | 3 | 3 | -0.4 | -3 | 0
CCOc1c(Nc2ccc(C(C)C)cc2)c(=O)c1=O | -20 | -1 | -1 | -10 | 7 | 2 | 1.6 | x | -14
Cc1ccc2cc(CN(C(=O)c3ccco3)c3ccccc3)c(=O)[nH]c2c1 | -7 | 0 | 26 | -1 | 5 | 1 | 2.5 | 13 | -1
CCOC(=O)c1c(CC(C)C)csc1NC(=O)c1ccccc1C(=O)O | -40 | -3 | 0 | -7 | -5 | 1 | -1.2 | x | -19
COc1ccccc1C(=O)NC(CCSC)C(=O)OCC(=O)NC(=O)NCc1ccco1 (configuration not stated) | -12 | 4 | -3 | -14 | -5 | 5 | -0.2 | -2 | -6
Cc1ccsc1/C=C(\C#N)C(=O)Nc1c(C)n(C)n(-c2ccccc2)c1=O | 10 | 0 | -1 | 4 | -4 | 6 | -0.3 | -3 | 2
CCN1/C(=C2/OC(=S)N(C)C2=O)Sc2ccccc21 | -1 | -4 | 16 | -7 | 10 | 2 | 3.3 | 1 | 6
CCOC(=O)c1c(C)[nH]c(C(=O)OCC(=O)Nc2ccc(OCC)cc2)c1C | 4 | -5 | 1 | 5 | -18 | 3 | -1.6 | 3 | -6
CCCc1ccc(OCc2ccc(C(=O)O)o2)c(OC)c1 | -22 | -4 | 0 | -3 | 11 | 0 | -0.6 | 4 | -23
COc1ccc(OC)c2[nH]c(=O)c(CCNC(=O)c3cccs3)cc12 | 0 | 2 | 0 | 3 | -2 | 13 | 0.5 | 9 | -18
Cc1ccc(C(=O)C(C)N2C(=O)NC(C)(c3ccccc3)C2=O)cc1 (configuration not stated) | -5 | 3 | 2 | -12 | -16 | 7 | 1.2 | 2 | -3
CSc1cccc(NC(=O)CN(c2cc(C)ccc2C)S(C)(=O)=O)c1 | 11 | 1 | -2 | -2 | -1 | 7 | 2.6 | -3 | 5
O/N=C(\Cc1cscn1)c1ccc(O)cc1O | 3 | -3 | 0 | 1 | 1 | 6 | -1.0 | -5 | -1
CC(C)(C)NCC1(CO)SC(N)=NC1=O (configuration not stated) | -8 | 0 | -4 | -3 | -6 | 7 | -1.9 | 16 | 4
Cc1ccc(OP(=O)(Nc2c(C)n(C)n(-c3ccccc3)c2=O)Oc2ccc(C)cc2)cc1 | 5 | -4 | -4 | -2 | 0 | -2 | 0.1 | -2 | 9
O=c1c2nncn2c2cccnc2n1CCNc1ncc(C(F)(F)F)cc1Cl | 7 | 1 | -2 | -5 | 2 | -2 | 1.2 | x | 0
COc1ccccc1CC(=O)NC1CCCc2ccccc21 (configuration not stated) | -6 | 2 | -1 | -5 | -7 | 2 | 0.4 | 0 | 16
